Screens deposited in PubChem by The Scripps Research Institute Molecular Screening Center.
FBW7 act: FBW7 E3 ligase activators, primary screen, biochemical, AlphaScreen, human | F-box/WD repeat-containing protein 7 (Homo sapiens), Q969H0 | 650,000 tested, 0.13% active | AlphaScreen FBW7–phospho-cyclin E peptide binding, activator screen | normalized activity (activation), % at 26.1 µM | AID 1259310, 2017; in the data active = normalized activity above about 1.9%;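 also: purified mutant Fbw7 with reduced substrate affinity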
TEAD-YAP inh: TEAD-YAP interaction inhibition, primary screen, TEAD-YAP interaction inhibitor project, luminescence, HEK-TIYL cells | AID 1259422, 2018 | TEAD-Gal4/YAP UAS-luciferase luminescence | 640,000 tested, 1.4% active | inhibition, % at 9.12 µM; in the data active = inhibition above about 32%;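 also: 0% = median of test compound wells and 100% = reference inhibitor wells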
GPR151 ag: activators of human GPR151, primary screen, cell-based, PathHunter beta-arrestin, luminescence. PathHunter beta-arrestin GPR151 cells. activation, % at 11.2 µM. G-protein coupled receptor 151 (Homo sapiens), Q8TDV0. 650,000 tested, 1% active. AID 1508602, 2020; in the data active = activation above about 4.9%;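 also: 0% = median of compound wells and 100% = cells with positive control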
Target sequence (Q8TDV0 whole entry, looked up): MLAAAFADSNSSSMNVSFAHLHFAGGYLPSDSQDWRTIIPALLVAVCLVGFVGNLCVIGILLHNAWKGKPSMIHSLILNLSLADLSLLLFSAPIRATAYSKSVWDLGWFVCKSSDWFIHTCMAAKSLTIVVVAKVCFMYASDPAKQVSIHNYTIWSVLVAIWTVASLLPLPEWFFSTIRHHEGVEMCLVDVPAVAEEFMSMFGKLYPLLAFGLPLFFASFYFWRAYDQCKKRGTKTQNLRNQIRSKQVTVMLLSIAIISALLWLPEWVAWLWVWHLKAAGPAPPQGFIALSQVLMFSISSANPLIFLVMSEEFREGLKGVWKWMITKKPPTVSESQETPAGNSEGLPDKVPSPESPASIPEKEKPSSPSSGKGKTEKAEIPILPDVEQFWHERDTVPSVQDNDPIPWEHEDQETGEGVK
MITF primary: MITF inhibitors, primary screen, biochemical, AlphaScreen, human. Microphthalmia-associated transcription factor (Homo sapiens), O75030. 650,000 tested, 0.91% active. inhibition, % at 2.6 µM. AlphaScreen MITF homodimerization, bead proximity signal; in the data active = inhibition above about 50%;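 also: 0% = vehicle wells with protein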
Target sequence (O75030 whole entry, looked up): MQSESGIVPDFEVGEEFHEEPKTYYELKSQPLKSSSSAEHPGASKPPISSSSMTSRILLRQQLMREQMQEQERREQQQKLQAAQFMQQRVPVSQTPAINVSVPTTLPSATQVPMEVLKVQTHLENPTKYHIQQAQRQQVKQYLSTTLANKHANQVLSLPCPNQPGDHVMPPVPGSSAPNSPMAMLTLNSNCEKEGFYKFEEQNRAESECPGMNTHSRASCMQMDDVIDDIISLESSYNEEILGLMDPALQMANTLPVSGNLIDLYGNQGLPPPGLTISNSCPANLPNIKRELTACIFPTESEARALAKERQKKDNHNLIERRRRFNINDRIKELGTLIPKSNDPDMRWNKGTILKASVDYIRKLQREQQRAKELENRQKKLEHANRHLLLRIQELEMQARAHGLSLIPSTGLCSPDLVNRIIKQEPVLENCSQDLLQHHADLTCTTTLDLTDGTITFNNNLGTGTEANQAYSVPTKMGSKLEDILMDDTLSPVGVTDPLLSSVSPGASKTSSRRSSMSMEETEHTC
Active calls of the source: *.

Each structure is followed by: FBW7 act	TEAD-YAP inh	GPR151 ag	MITF primary
> Cc1cc(Br)ccc1NC(=O)c1sc2ncn(CC(=O)N3CCC(C)CC3)c(=O)c2c1C
 : -0.1	10	2.1	10
> N#Cc1c(N)nc(SCC(N)=O)c(C#N)c1-c1ccc(Br)cc1
 : 0.0	-2	-0.1	-10
> O=C(CN1C(=O)c2cccc([N+](=O)[O-])c2C1=O)Oc1ccc2ccccc2c1
 : 0.3	7	0.2	13
> COc1ccc(C(=O)Nc2c3c(nn2-c2cccc(Cl)c2)CS(=O)(=O)C3)cc1
 : 0.0	0	1.1	-1
> CCOC(=O)C1=C(C)NC(=O)CC1c1c(Cl)cccc1Cl (stereo unspecified)
 : 0.2	2	-1.3	-5
> COc1ccc(N=c2ssc3c2-c2ccc(OC)cc2NC3(C)C)cc1
 : 0.0	3	0.4	13
> CCCC(=O)N1CCC2(CC1)NC(=O)N(Cc1ccc(F)cc1)C2=O
 : -0.1	4	0.7	-13
> COc1ccc(-c2cc(-c3ccccc3)nc(SCc3ccc(F)cc3)c2C#N)cc1
 : 0.1	1	-0.7	11
> NC(=O)c1nsc(C(=O)N(CC(=O)NCc2ccc(F)cc2)Cc2ccco2)c1N
 : 0.5	0	0.0	-1
> O=C1C2C3C=CC(CC3)C2C(=O)N1/N=C/c1ccc(O)c(Br)c1 (stereo unspecified)
 : -0.1	-6	1.4	16
> COC(=O)c1cccc(OCC(=O)Nc2c(C)cc(C)cc2C)c1
 : 0.2	-18	-0.3	-10
> O=C(NCc1ccco1)C(c1ccccc1)N(C(=O)Cc1cccs1)c1cccnc1 (stereo unspecified)
 : 0.7	-2	0.0	0
> CC(C)NC(=O)COC(=O)c1ccc(Br)o1
 : -0.1	-4	-2.1	3
> CCOc1ccc(/C=C2/C(=N)N3OC(C)=CC3=NC2=O)cc1OCC
 : -0.1	6	1.7	-7
> O=C(O)Cn1c(=O)oc2cc(S(=O)(=O)N3CCOCC3)ccc21
 : 0.1	3	-0.3	19
> O=C1NCCN(Cc2c(F)cccc2Cl)C1CC(=O)N1CCOc2ccccc2C1 (stereo unspecified)
 : 0.0	7	1.4	-8
> O=C(CN1C(=O)c2ccc([N+](=O)[O-])cc2C1=O)c1ccc(Br)cc1
 : -0.3	-1	0.7	-7
> COC(=O)c1ccc(NC(=O)CSC2=NC(=O)C(c3ccccc3)C(=O)N2)cc1 (stereo unspecified)
 : 0.0	9	1.4	-13
> CC(C)(C)NC(=O)C1CC(Cc2ccc(F)cc2)=NO1 (stereo unspecified)
 : 0.2	-23	1.2	16
> Cc1ccccc1C1CC(=O)NC(SCc2ccc(Cl)cc2)=C1C#N (stereo unspecified)
 : -0.1	-20	-0.2	10
> O=C(COc1ccc([N+](=O)[O-])cc1)Nc1cc(C(=O)O)cc(C(=O)O)c1
 : 0.7	13	0.2	14
> COc1ccc2c(c1)C=C([C@@H]1C[C@H]3CN(c4ccccc4)C(=O)[C@]34CCCN14)CO2
 : -0.1	8	1.5	10
> O=C(c1cccc(F)c1)n1c(SCc2ccccc2)nc2ccccc21
 : 0.7	-42	-3.5	3
> CC1CCN(S(=O)(=O)c2ccc([N+](=O)[O-])cc2)CC1
 : -0.3	3	0.1	13
> COc1ccc(-c2nc3ccccc3c(=O)n2O)cc1
 : 0.0	-2	1.7	-5
> COc1ccc(NC(=O)CSC2=NC(C)(C)N=C2c2ccccc2)cc1OC
 : 0.8	6	-0.9	-19
> COc1ccccc1C1Nc2ccc(C(=O)c3ccccc3)cc2NC2=C1C(=O)CCC2 (stereo unspecified)
 : 0.1	5	2.3	0
> C=CCn1c2ccccc2c2nnc(SCC(=O)OCC(=O)NCc3ccco3)nc21
 : 0.8	6	-0.3	8
> CCC(C)(C)NC(=O)C(c1cccnc1)N(Cc1ccccc1F)C(=O)c1csnn1 (stereo unspecified)
 : 0.4	2	-0.8	-5
> O=C1CSC(c2cn(-c3ccccc3)nc2-c2cccnc2)N1Cc1ccccc1 (stereo unspecified)
 : 0.0	8	0.5	-1
> COc1cc(/C=C2/C(=N)N3N=C(c4ccccc4C)SC3=NC2=O)ccc1OCCOc1ccc(C)cc1
 : -0.1	10	-0.8	5
> CC(=O)N(CN1C(=O)c2ccc([N+](=O)[O-])cc2C1=O)c1ccc(Oc2ccccc2)cc1
 : 0.0	0	-1.6	17
> CCOc1cc(C2C(C(=O)OCC3CCCO3)=C(C)NC3=C2C(=O)CCC3)ccc1O (stereo unspecified)
 : -0.2	-6	0.6	5
> CS(=O)(=O)N1CCCC(C(=O)NCc2ccccc2)C1 (stereo unspecified)
 : 0.2	-2	-2.1	8
> Cc1ccc(N2C(=O)NC(=O)/C(=C\c3ccc(OCC(=O)O)cc3)C2=O)cc1C
 : 0.0	-6	-0.8	-22
> COC(=O)c1c(C)[nH]c(C(=O)OCC(=O)/C=C2\N(C)c3ccccc3C2(C)C)c1C
 : -0.2	-2	0.6	-1
> COc1ccc(C(=O)Nc2ccc(-c3nc4ccc(NC(=O)c5ccc(OC)cc5)cc4[nH]3)cc2)cc1
 : 0.1	-57	0.5	10
> O=C(CCC(=O)NC1CCCCC1)N/N=C/c1ccncc1
 : 0.5	-6	0.7	-14
> COCCNC(=S)N(CCC#N)CCN(CCC#N)C(=S)NCCOC
 : 0.6	-3	-1.0	14
> O=C(Nc1ccccc1I)c1ccc(C(=O)N(C2CCCCC2)C2CCCCC2)cc1
 : 0.1	6	-1.1	8
> COc1ccc(CN2CCN(C3CCCC(C)C3)CC2)c(OC)c1 (stereo unspecified)
 : 0.1	6	0.5	33
> C/C(=N\NC(=O)c1nnn(-c2nonc2N)c1-c1ccccc1)c1ccc2ccccc2c1
 : 0.6	-11	-0.9	13
> COCc1oc2c(cc(NS(=O)(=O)c3ccc(F)cc3)c3ccccc32)c1C(=O)OC
 : 0.1	-3	-1.5	-7
> CCC(=O)N1c2ccccc2-c2nnc(SC)nc2OC1c1cccs1 (stereo unspecified)
 : -0.1	11	-0.1	3
> COc1ccc2c(c1)c(/C=C/c1nc3ccccc3c(=O)n1-c1ccccc1C)c(C)n2C
 : 0.1	-1	-1.2	3
> C=CCNC(=O)/C(C#N)=C/c1cc(Br)ccc1OC
 : 0.0	1	-1.6	5
> O=C(COC(=O)c1ccc([N+](=O)[O-])o1)Nc1cccc([N+](=O)[O-])c1
 : 0.0	5	0.0	-4
> O=S(=O)(C1CC1)N1CCN(C/C=C/c2ccccc2)CC1
 : -0.1	17	-0.7	2
> O=C(O)COc1ccc(NC(=O)c2cccs2)cc1
 : -0.1	-1	-0.9	-1
> CCOc1ccc2c3c1C(C)(C)CC3N(c1ccc(F)cc1)C(=O)N2 (stereo unspecified)
 : -0.1	-8	0.2	-6

Later entries.
Each structure is followed by: FBW7 act	TEAD-YAP inh	GPR151 ag	MITF primary
> O=C(CCSc1nnnn1-c1ccccc1)N1CCOCC1
 : 0.5	-1	0.0	7
> Cc1cccc(C)c1NC(=O)CSc1ccc([N+](=O)[O-])cn1
 : -0.1	-5	-1.0	-5
> O=C1CN(C(=O)COC(=O)c2cc(=O)c3ccccc3o2)c2ccccc2N1
 : -0.1	-18	0.4	6
> O=C(Cc1cccc2ccccc12)NC(=S)NCC1CCCO1 (stereo unspecified)
 : -0.1	9	1.2	14
> CCOC(=O)C1=C(C)NC2=C(C(=O)CC(C)(C)C2)C1c1cccc(OC)c1O (stereo unspecified)
 : 1.9*	11	-1.0	4
> NC(=O)C1CCN(C(=O)CNC(=O)c2ccc(F)cc2)CC1
 : 0.1	0	-0.2	4
> CCOC(=O)Cc1csc(SCC(=O)N2c3ccccc3NC(=O)C2(C)C)n1
 : 0.0	-7	-1.9	13
> CCCC1=NN2C(=N)/C(=C/c3ccc(OCCOc4ccc(C(C)(C)C)cc4)c(OC)c3)C(=O)N=C2S1
 : -0.2	7	-0.2	1
> CCc1nn2c(=O)c(C(c3ccc([N+](=O)[O-])cc3)c3c(O)nc4sc(CC)nn4c3=O)c(O)nc2s1
 : 0.0	3	1.7	15
> O=[N+]([O-])c1ccc(N2CCN(Cc3c[nH]c4ccccc34)CC2)cc1
 : 0.1	10	-1.0	17
> O=[N+]([O-])c1ccc(-c2cn(-c3ccccc3NCc3ccccc3)cn2)o1
 : -0.2	5	-0.4	-3
> CCCc1nc2sc3c(Cl)ncnc3c2c2c1COC(C)(C)C2
 : 0.2	3	0.7	-2
> COc1ccc(-c2csc3c(=O)n(Cc4ccccc4Cl)cnc23)cc1
 : -0.1	-2	-0.1	-12
> COc1cccc(N2C(=O)C3CCCN3C2=S)c1 (stereo unspecified)
 : 0.1	-2	-1.4	2
> CC(=O)c1nn(-c2cccc(Cl)c2)c(=Nc2cccc3ccccc23)s1
 : 0.2	13	-0.7	8
> CCCCN(C(=O)NC(=O)Nc1ccc(Cl)cc1)S(C)(=O)=O
 : 0.0	0	1.8	5
> O=C1/C(=C/c2cccs2)SC(=S)N1CCCN1CCOCC1
 : -1.7	-21	0.7	19
> CCOC(=O)N1CCN(S(=O)(=O)c2ccc3c(c2)OCCO3)CC1
 : -0.1	-4	-1.1	-14
> Cc1nc2ncnn2c(N2CCN(C(=O)c3ccco3)CC2)c1Cc1ccccc1
 : 0.3	3	-1.8	8
> CCCN(CCC)S(=O)(=O)c1ccc(NS(=O)(=O)c2ccc([N+](=O)[O-])cc2)cc1
 : 0.8	15	0.4	19

12 compounds out of the list, arranged by formula weight, high to low.
Each structure is followed by: FBW7 act	TEAD-YAP inh	GPR151 ag	MITF primary
> CCc1nn2c(=O)c(C(c3ccc([N+](=O)[O-])cc3)c3c(O)nc4sc(CC)nn4c3=O)c(O)nc2s1
 : 0.0	3	1.7	15
> CCCC1=NN2C(=N)/C(=C/c3ccc(OCCOc4ccc(C(C)(C)C)cc4)c(OC)c3)C(=O)N=C2S1
 : -0.2	7	-0.2	1
> CCCN(CCC)S(=O)(=O)c1ccc(NS(=O)(=O)c2ccc([N+](=O)[O-])cc2)cc1
 : 0.8	15	0.4	19
> CCOC(=O)Cc1csc(SCC(=O)N2c3ccccc3NC(=O)C2(C)C)n1
 : 0.0	-7	-1.9	13
> COc1ccc(-c2csc3c(=O)n(Cc4ccccc4Cl)cnc23)cc1
 : -0.1	-2	-0.1	-12
> O=[N+]([O-])c1ccc(-c2cn(-c3ccccc3NCc3ccccc3)cn2)o1
 : -0.2	5	-0.4	-3
> CCOC(=O)N1CCN(S(=O)(=O)c2ccc3c(c2)OCCO3)CC1
 : -0.1	-4	-1.1	-14
> O=C1/C(=C/c2cccs2)SC(=S)N1CCCN1CCOCC1
 : -1.7	-21	0.7	19
> CCCc1nc2sc3c(Cl)ncnc3c2c2c1COC(C)(C)C2
 : 0.2	3	0.7	-2
> O=[N+]([O-])c1ccc(N2CCN(Cc3c[nH]c4ccccc34)CC2)cc1
 : 0.1	10	-1.0	17
> NC(=O)C1CCN(C(=O)CNC(=O)c2ccc(F)cc2)CC1
 : 0.1	0	-0.2	4
> COc1cccc(N2C(=O)C3CCCN3C2=S)c1 (stereo unspecified)
 : 0.1	-2	-1.4	2

New compounds follow
Each structure is followed by: FBW7 act	TEAD-YAP inh	GPR151 ag	MITF primary
> CN(C(=O)CCc1nc(-c2ccccc2F)no1)c1ccccc1
 : -0.2	-28	-0.6	1
> CCOC(=O)CC(NC(=O)c1ccco1)c1ccccc1Cl (stereo unspecified)
 : 0.0	3	4.1	2
> Cc1ccc(-c2csc(N3CCN(CC(=O)Nc4ccc([N+](=O)[O-])cc4)CC3)n2)cc1
 : 0.0	-4	7.0*	8
> COc1cccc(C(=O)Nc2ccc3oc(-c4cc(Cl)ccc4Cl)nc3c2)c1
 : 0.1	-5	-0.6	4
> COc1ccccc1/C=N/NC(=O)C(OC)c1ccccc1 (stereo unspecified)
 : -0.1	8	-1.4	-13
> COC(=O)c1ccc(CS(=O)(=O)c2ccc(Br)cc2)o1
 : 0.1	5	-2.0	15
> CC(=O)Nc1ccc(NC(=O)Cc2cn(-c3ccc(Oc4ccccc4)nn3)c3ccccc23)cc1
 : 0.9	-13	-2.3	12
> Cc1ccc(Nc2nc(NCc3ccccc3)c3ccccc3n2)cc1
 : -0.1	36*	0.2	5
> c1cc(NCn2nnc3ccccc32)c2cccnc2c1
 : -0.7	-1	0.8	-7
> O=C(Nc1ccccc1C(F)(F)F)c1nn2c(C(F)(F)F)cc(-c3cccs3)nc2c1Cl
 : -0.1	0	0.9	8
> O=C(CCc1nc2cccnc2n1Cc1cccs1)NCc1ccc(F)cc1
 : 0.0	-4	1.9	-8
> CCCCOc1ccccc1/C=C1\N=C(c2ccc(C)cc2)OC1=O
 : -0.1	5	0.5	0
> CC1=C(C(=O)OC(C)C)C(c2cc(Br)ccc2F)CC(=O)N1 (stereo unspecified)
 : 0.0	4	1.5	-55
> Fc1ccc2nc(Nc3ccccc3)sc2c1
 : -0.3	-69	1.7	-11
> COc1ccccc1OS(=O)(=O)c1ccc(NC(C)=O)cc1
 : -0.1	5	0.3	11
> O=C1c2cccnc2C(=O)N1c1cccc(-c2nc3ccccc3s2)c1
 : -0.9	-38	-6.8	32
> O=C(c1ccn[nH]1)N1CCn2cc(C(F)(F)F)nc2C1
 : 0.1	-3	-0.3	2
> CN(Cc1ccccc1)C(=O)CN(c1cc(C(F)(F)F)ccc1Cl)S(=O)(=O)c1ccccc1
 : -0.1	-1	-0.2	6
> COC(=O)c1cc(NS(=O)(=O)c2ccc(Br)cc2)cc(C(=O)OC)c1
 : 0.1	10	-1.3	11
> O=C(NCc1ccccc1Cl)c1ccc(NC2=NC3CS(=O)(=O)CC3S2)cc1 (stereo unspecified)
 : 1.1	-2	0.1	9
